TPT1 inh: blocks Candida albicans tRNA 2'-phosphotransferase | inhibition, % at 5 µM | 0.81% of 300,000 active | AID 1962 | recombinant caTPT1, FP RNA substrate dephosphorylation;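 active = inhibition above the mean of all tested compounds plus 3 SD, set per screening campaign, cut at about 24% in these data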;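 note: plate controls were DMSO alone for no effect and ferristatin control at 100 nM for full effect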
PAD4 FP inh: inhibitors of human PAD4; Q9UM07; recombinant PAD4, RCA probe fluorescence polarization; inhibition, % at 6.36 µM; 0.41% of 330,000 active; AID 485272;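 active = percent inhibition above a cutoff equal to the mean of all tested compounds plus 3 SD, cut at about 15% in these data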;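 note: 0% = PAD4 with RCA probe and DMSO and 100% = probe without PAD4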
MCL1-BIM inh: MCL1-BIM-BH3 interaction inhibition (human); 0.68% of 320,000 active; GST-MCL1 / FITC-Bim-BH3 fluorescence polarization; AID 2057; inhibition, % at 10.9 µM; Q07820;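 active = inhibition above the mean inhibition of all tested compounds plus 3 SD, set per campaign, cut at about 40% in these data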;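 note: 0% = DMSO wells and 100% = unlabeled Bim-BH3 peptide control; higher means more loss of mP so more displacement of Bim peptide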
Target sequence (Q07820 whole entry, looked up): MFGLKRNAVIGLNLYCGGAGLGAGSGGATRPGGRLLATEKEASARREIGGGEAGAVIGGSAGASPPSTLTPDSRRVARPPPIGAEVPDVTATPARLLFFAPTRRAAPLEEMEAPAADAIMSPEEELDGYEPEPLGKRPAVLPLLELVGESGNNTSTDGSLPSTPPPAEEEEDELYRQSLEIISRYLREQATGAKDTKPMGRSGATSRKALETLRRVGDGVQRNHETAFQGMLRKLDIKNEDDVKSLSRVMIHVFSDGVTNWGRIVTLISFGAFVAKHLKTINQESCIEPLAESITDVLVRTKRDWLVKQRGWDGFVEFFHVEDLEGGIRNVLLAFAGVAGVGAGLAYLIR
GSTO1 counter: blocks human GSTO1 in RBBP9 counter-screen. P78417. recombinant GSTO1, activity-based probe fluorescence polarization. inhibition, % at 5.96 µM. 1.1% of 300,000 active. AID 1974;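 active = inhibition above the campaign mean inhibition plus 3 SD, cut at about 35% in these data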;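 note: 0% = GSTO1-1 with DMSO and 100% = wells lacking GSTO1-1 enzyme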
Target sequence (P78417 whole entry, looked up): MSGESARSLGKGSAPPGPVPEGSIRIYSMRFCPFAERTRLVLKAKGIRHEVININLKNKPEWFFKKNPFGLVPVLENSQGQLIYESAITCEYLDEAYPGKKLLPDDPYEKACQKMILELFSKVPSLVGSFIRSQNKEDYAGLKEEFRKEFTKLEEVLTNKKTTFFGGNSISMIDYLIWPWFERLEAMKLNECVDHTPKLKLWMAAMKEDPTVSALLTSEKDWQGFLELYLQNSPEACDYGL
PME-1 primary: PME-1 (human) inhibition. Q9Y570. recombinant PME-1, FP-Rh probe fluorescence polarization. inhibition, % at 5.9 µM. 0.53% of 320,000 active;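 active = inhibition above the campaign mean of all compounds plus 3 SD, cut at about 26% in these data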;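 note: competitive labeling of PME-1 active site by serine hydrolase directed probe; 0% = PME-1 with DMSO and 100% = wells lacking PME-1 enzyme; inhibitors block probe labeling so polarization falls and inhibition rises; many of its hits are not listed in these tables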
Fam108B inh: blocks mouse Fam108B hydrolase in RBBP9 counter-screen | recombinant Fam108B, FP-Rh probe fluorescence polarization | inhibition, % at 9.51 µM | 0.33% of 300,000 active | AID 1947;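 active = inhibition above the screen mean inhibition plus 3 SD, computed separately per campaign, cut at about 18% in these data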;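 note: inhibitors lower polarization as less probe binds the enzyme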
MEX-5 binding: C. elegans MEX-5 TCR-2 RNA binding activity. Q9XUB2. MEX-5/FITC-TCR2 RNA binding, fluorescence polarization; active compounds read low. activity score (negative = inhibition of binding), % at 10 µM. 0.38% of 300,000 active. AID 1832;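 active = inhibition past about -25% in most replicates, and total fluorescence under double the plate's negative control median, limit read from the data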;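 note: 0% = DMSO and -100% = 5 µM competing unlabeled TCR2 RNA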
GLD-1 TGE inh: GLD-1-TGE RNA interaction inhibition (C. elegans). Q17339. purified GLD-1 + fluorescein TGE RNA, fluorescence polarization. inhibition, % at 5.96 µM. 0.44% of 320,000 active;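 active = percent inhibition above a per-plate cutoff, the plate mean of test compounds plus 3 SD, cut at about 30% in these data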;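 note: 0% = DMSO wells with GLD-1 and probe and 100% = wells lacking GLD-1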
BCLXL inh: inhibitors of human Bcl-xL | Q07817 | GST-Bcl-xL / FITC-Bim BH3 peptide fluorescence polarization | 0.7% of 320,000 active | inhibition, % at 10.9 µM;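 active = inhibition above the mean of all tested compounds plus 3 SD, cutoff set per campaign, cut at about 30% in these data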;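 note: 0% = DMSO wells and 100% = unlabeled Bim-BH3 peptide competitor; inhibitors lower millipolarization by displacing the labeled peptide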
Target sequence (Q07817 whole entry, looked up): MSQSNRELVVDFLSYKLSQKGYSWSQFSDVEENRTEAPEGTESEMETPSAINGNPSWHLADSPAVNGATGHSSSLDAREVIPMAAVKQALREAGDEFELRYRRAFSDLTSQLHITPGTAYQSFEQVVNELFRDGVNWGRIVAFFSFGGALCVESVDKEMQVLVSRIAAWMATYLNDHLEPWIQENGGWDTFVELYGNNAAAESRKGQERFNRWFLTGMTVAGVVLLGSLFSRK
An asterisk follows results filed as active; / = no result given. An excerpt; rates above refer to the full screens.

SMILES	TPT1 inh	PAD4 FP inh	MCL1-BIM inh	GSTO1 counter	PME-1 primary	Fam108B inh	MEX-5 binding	GLD-1 TGE inh	BCLXL inh
COCCCNC(=O)Cn1c(=O)n(CC(=O)N2CCCCC2)c(=O)c2sccc21	1	-4	-8	3	0	1	1.8	-8	0
CCCCCCCNC(=O)C1(CC2CC(c3ccccc3)=NO2)CCN(C(=O)c2ccccc2)CC1 (configuration not stated)	2	-3	-1	-7	5	-4	/	1	1
CCOC(=O)C(NCCCCl)c1ccccc1 (configuration not stated)	0	-4	1	12	4	0	-1.2	3	-3
CC(C)(C)n1nnnc1C(c1ccc(Cl)cc1)N1CCCc2ccccc21 (configuration not stated)	-1	-1	5	3	-2	2	3.2	3	8
Cc1c(NC(=O)C2CCCN2C(=O)c2cccs2)c(=O)n(-c2ccccc2)n1C (configuration not stated)	-2	-3	0	-3	1	2	0.3	6	4
COC(=O)CSc1nc(COc2ccccc2)nc2ccccc12	4	3	3	-11	3	-8	2.2	4	-1
O=c1[nH]c2ccccc2nc1CCc1ccccc1	-3	3	1	5	-4	-5	-0.4	5	5
O=C(O)COCCN1CCN(C(c2ccccc2)c2ccc(Cl)cc2)CC1 (configuration not stated)	-3	1	2	-3	8	2	-0.7	3	2
COc1ccc(S(=O)(=O)N(C)c2ccc(C(=O)NCc3ccncc3)cc2)cc1	2	0	1	-1	-5	0	2.3	-1	-3
N#Cc1c(-c2ccncc2)c2c([nH]c1=O)-c1ccccc1OC2	-5	1	13	0	0	2	0.9	8	14
CCOc1ccccc1CNC(=O)C1CCN(C(=O)N2CC(C)Oc3ccc(C)cc32)CC1 (configuration not stated)	-6	1	-3	4	2	1	1.0	2	-2
COc1cc(C(=O)N/C(=C\c2cn(C)c3ccccc23)C(=O)NCCCO)cc(OC)c1OC	1	-2	1	4	1	1	-1.4	-9	3
COC(=O)C(C(=O)OC)c1ncc(C(F)(F)F)cc1Cl	-1	3	-3	5	-6	1	-0.1	7	1
COC(=O)C(C)Oc1ccc(-c2nccc(-c3ccc(F)cc3)n2)cc1 (configuration not stated)	0	1	-4	-2	-2	-1	2.3	9	1
CC(=O)c1ccc(S(=O)(=O)Nc2ccc(-c3ccc4nnc(C)n4n3)cc2)cc1	1	-3	26	-14	-4	5	-2.7	-6	12
Clc1ccc(-c2cnc3n2CCC3)cc1	3	0	4	-2	-5	0	1.9	1	-2
Cc1ccc(C)c(NC(=S)NC23CN4CN(CN(C4)C2)C3)c1	1	3	5	2	1	1	2.5	4	7
CC(C)(C)n1c(O)c2ccc(C(=O)N=NC(=O)c3ccccc3)cc2c1O	-3	-6	12	-3	3	-1	-0.1	2	9
COC(=O)C1CCN(S(=O)(=O)CCNC(=O)c2ccc3c(c2)OCO3)CC1	-2	-1	-3	-2	2	-1	1.3	0	-2
O=C(Nc1cc(C(=O)N2CCCC2)ccc1N1CCCC1)c1ccccc1	2	-6	0	2	-6	0	-1.6	2	3
Cc1cc(C)c2c(N)c3ccccc3nc2n1	3	1	2	8	-7	0	-3.3	6	3
CCC(C)Nc1nc2c(c(=O)n(C)c(=O)n2C)n1Cc1ccc(F)cc1 (configuration not stated)	-5	-3	7	-1	-3	6	1.1	6	5
COc1cc(C(=O)NCC(=O)OCCN2C(=O)c3ccccc3C2=O)cc(OC)c1OC	2	3	-4	6	-6	3	4.5	-3	0
Cc1ccc(C)c(NC(=O)CN(C)C(=O)CN2C(=O)NC3(CCc4ccccc43)C2=O)c1 (configuration not stated)	/	1	-4	/	-2	/	/	-2	-2
CCOc1ccc(NC(=O)C2CCN(c3nnnn3-c3ccccc3)CC2)cc1	-4	2	5	2	2	5	/	3	3
CCSC1=C(C#N)C(c2cccc(O)c2)CC(=O)N1 (configuration not stated)	-2	0	1	-5	2	-2	3.4	1	-3
CCCN1CCC(N(C)CCc2ccc(OC)c(OC)c2)CC1	-2	-2	1	4	2	2	-0.5	4	2
CCC(C)[C@H](NC(=O)N1CCn2c1nc1ccccc12)C(=O)NCCc1ccccc1 (some centres not stated)	-2	-5	0	-4	9	-3	-0.8	-1	3
COc1cc(C(=O)Nc2ccc(S(=O)(=O)N3CCCCC3C)cc2)cc(OC)c1OC (configuration not stated)	4	-3	-9	-11	-11	-8	3.1	1	-15
Cc1nnc(SCC(=O)Nc2ccc3c(c2)COC3=O)n1-c1ccccc1	3	-4	-3	3	0	-2	0.6	-2	3
O=C1CCCN1CC(O)CS(=O)(=O)Cc1ccc(Cl)cc1Cl (configuration not stated)	-4	3	3	7	-4	2	-0.1	5	4
Cc1ccc(C(=O)NCCc2nnc3ccc(NCc4ccc5c(c4)OCO5)nn23)cc1	1	0	3	2	-1	1	3.6	-3	4
CCCn1nc(C(=O)NNC(=O)Cc2ccc(S(=O)(=O)N3CCOCC3)s2)c2ccccc2c1=O	3	-7	3	3	-7	0	-4.6	-4	7
C=CCn1c(SC(C)C(=O)Nc2ccc(F)c(F)c2F)nnc1C1CC1 (configuration not stated)	2	-2	0	2	1	-3	0.4	-7	-2
CN(C)C(=O)N1CCN(S(=O)(=O)c2ccc3ccccc3c2)CC1	-1	0	-11	-2	-2	-1	-0.3	4	2
O=C(NC(Cc1ccccc1)C(=O)O)c1cccnc1Cl (configuration not stated)	-2	3	8	-3	-4	-2	-0.4	5	4
COc1nc(-c2ccccc2)ncc1S(=O)(=O)c1ccccc1	-4	-5	2	15	5	4	0.6	1	5
O=C1C2C3C=CC(C4CC34)C2C(=O)N1/N=C/c1ccc(-c2ccc([N+](=O)[O-])cc2)o1 (configuration not stated)	5	-1	6	0	-2	2	-10	7	-4
Cn1cc(CCC(=O)N2CCCC(C(=O)c3cccc4ccccc34)C2)cn1 (configuration not stated)	-3	-4	-2	5	2	1	1.2	-1	5
O=C(OCC(=O)N1CCN(S(=O)(=O)c2ccc(Cl)cc2)CC1)C1CC1	/	3	-12	/	2	/	/	0	1

3 neighbouring entries from above, quoted:
SMILES	TPT1 inh	PAD4 FP inh	MCL1-BIM inh	GSTO1 counter	PME-1 primary	Fam108B inh	MEX-5 binding	GLD-1 TGE inh	BCLXL inh
O=C1C2C3C=CC(C4CC34)C2C(=O)N1/N=C/c1ccc(-c2ccc([N+](=O)[O-])cc2)o1 (configuration not stated)	5	-1	6	0	-2	2	-10	7	-4
Cn1cc(CCC(=O)N2CCCC(C(=O)c3cccc4ccccc34)C2)cn1 (configuration not stated)	-3	-4	-2	5	2	1	1.2	-1	5
O=C(OCC(=O)N1CCN(S(=O)(=O)c2ccc(Cl)cc2)CC1)C1CC1	/	3	-12	/	2	/	/	0	1

(list continues)
SMILES	TPT1 inh	PAD4 FP inh	MCL1-BIM inh	GSTO1 counter	PME-1 primary	Fam108B inh	MEX-5 binding	GLD-1 TGE inh	BCLXL inh
CC(=O)Nc1cccc(N/C(N)=N/c2nc(C)cc(C)n2)c1	0	11	0	1	3	-4	1.0	3	3
Cc1cc(C)c[n+](-c2nc3ccccc3nc2[N-]S(=O)(=O)c2cccs2)c1	-2	-2	3	7	-1	-4	-1.4	13	6
CCC(Oc1ccc(C)cc1)C(=O)Nc1ccccc1C(=O)N1CCOCC1 (configuration not stated)	-3	0	3	1	0	-2	3.3	6	1
Cc1occc1C(=O)Nc1ccccc1C#N	0	0	8	3	-1	1	1.1	5	4
O=C(COC(=O)/C=C/c1cccc(F)c1)Nc1ncccn1	-1	-4	15	0	0	1	-9.4	13	6
CC(=O)Nc1ccc(OCC(=O)NCCc2ccccc2)cc1	-1	-2	0	-3	2	0	2.0	0	-5
CSc1cccc(NC(=O)/C=C/c2ccccc2)c1	1	-6	3	-12	-21	-14	0.7	5	1
COc1ccc(CC(=O)OCC(=O)Nc2cccnc2Cl)cc1OC	0	3	-1	7	-5	-3	1.9	4	2
NS(=O)(=O)c1cccc(NC(=O)CSc2nc3ccccc3n2-c2ccccc2)c1	0	-8	-8	-23	-7	-11	-1.6	2	-8
CCc1ccc(NC(=O)C2=CC(c3ccc(OC)cc3)=NS(=O)(=O)N2C)cc1	-2	0	-4	-8	-36	-18	-1.4	1	-1
CCOC(=O)Cc1c(C)nc2c(-c3ccccc3)c(-c3ccccc3)[nH]n2c1=O	3	0	5	3	3	6	-0.7	0	11
CN(C)S(=O)(=O)Oc1cccc(C(=O)Nc2ccc(Cl)cc2)c1	-1	-7	6	-5	-8	2	-0.9	3	4
COc1ccc(C(=O)NNC(=O)c2ccccc2[N+](=O)[O-])cc1[N+](=O)[O-]	5	-2	4	6	-4	-1	2.9	6	0
COc1cccc(NC(=O)CN2CCN(c3nc(-c4cccc(OC)c4)cs3)CC2)c1	2	2	4	13	-8	12	1.3	1	3
Cc1cc(-c2n[nH]c(=S)n2/N=C/c2ccc(Cl)c([N+](=O)[O-])c2)n[nH]1	1	9	-17	32	-3	-1	-0.8	-1	-25
NC(=O)CC(NC(=O)c1ccccc1)c1ccc(NCc2ccc(F)c(F)c2)c([N+](=O)[O-])c1 (configuration not stated)	2	-2	-6	14	7	-3	1.6	4	3
COc1ccc(CCN(C)C(=O)c2cc(S(=O)(=O)N3CCCCCC3)ccc2OC)cc1OC	-2	6	3	9	10	-1	0.8	0	4
CCOC(=O)CN1C(=O)N[C@@H](c2cccc(C(F)(F)F)c2)[C@@H](C(=O)OC)[C@H]1C	-1	-1	6	-4	-4	-6	0.6	1	3
CN(C)c1ccc(C2NCC(CCl)O2)cc1 (configuration not stated)	1	-2	-4	0	-5	-2	1.8	-7	3
CCOC(=O)C1CCCN(C(=O)c2cc(Cl)ccc2Cl)C1 (configuration not stated)	3	-1	4	-3	-1	2	-1.2	-2	3
CCCCCCNC(=O)CCNS(=O)(=O)c1ccc(C)cc1	6	-2	-2	8	-8	-2	0.4	6	0
Nn1c(SCC(=O)NCc2ccccc2)nncc1=O	0	1	14	11	2	0	/	5	5
Brc1ccc(OCc2cn3ccccc3n2)cc1	0	-3	5	-1	-4	2	0.9	1	3
COc1ccc(S(=O)(=O)Nc2ccccc2C(=O)NCc2cccnc2)cc1	-1	-4	-5	-4	2	-3	-3.9	3	0
O=[N+]([O-])c1cc2c(cc1/C=N/NS(=O)(=O)c1ccc(Br)cc1)OCO2	-3	-14	20	29	-2	4	-3.7	-2	4
Cc1cccc(C)c1NC(=O)N1CCN(c2nc3ccccc3s2)CC1	4	-5	5	-2	1	3	2.4	1	7
CCOC(=O)C1=NN(c2ccccc2)C(=O)C1	-2	-8	2	7	3	-1	0.5	-5	1
Cn1c(SCC(=O)NC(C)(C)C)nnc1-c1cccc(NC(=O)c2ccccc2F)c1	-3	-3	-27	0	2	3	/	2	-24
CN(CCOc1ccc(-c2ccn(S(=O)(=O)c3cccc4ccccc34)n2)cc1)c1ccccn1	0	-5	-5	-2	-5	-3	1.0	3	-3
Cc1ccc(NC(=O)CSc2nc(NS(=O)(=O)c3ccccc3)cc(=O)[nH]2)cc1	4	-3	31	-6	-12	-15	0.0	-5	4
Clc1ccc(-c2nnn(Cc3nc4ccccc4s3)n2)cc1	3	-3	-5	-10	0	-1	1.7	-6	3
CCc1ccc(NC(=O)CN2C(=O)C(=O)N(Cc3ccccc3)C2=O)cc1	1	0	-2	10	3	17	1.1	3	-8
CC(C)N(C(=S)NC1CC2CCC1C2)c1ccccc1 (configuration not stated)	-3	-2	-3	6	-5	2	1.7	-1	4
COC(=O)Cc1csc(Nc2ccccc2Cl)n1	1	3	1	11	-1	3	-0.2	3	-3
COC(=O)c1ccccc1S(=O)(=O)NNC(=O)Nc1ccccc1	-3	2	6	3	2	-1	0.3	-3	5
CC(C)C(=O)OCC(=O)Nc1ccc(N=Nc2ccccc2)cc1	1	-1	-3	-9	7	0	2.8	6	4

Bioassay records deposited in PubChem by several laboratories.
